# Screening results: PubChem, National Center for Advancing Translational Sciences (NCATS)
# B2AR arrestin: beta2AR (human) beta-arrestin recruitment activity; beta-arrestin recruitment to beta2AR, cell-based reporter; P07550; Potency, µM (doses to about 46.1 µM), for inactives: at the highest dose activation, usual class: activators; 330,000 compounds, 0.02% hits;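 note: potency is the fitted concentration of half-maximal effect; 0% = DMSO controls and full agonism = EC100 isoproterenol or metaproterenol; nearly all actives have a fitted effect of over 65% in size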
# Tb PFK inh: inhibitors of T. brucei phosphofructokinase; 330,000 compounds, 0.17% hits; Potency, µM (series often up to 57.5 µM), inactives show at the top dose activity, negative = inhibition, actives largely listed as inhibitors; T. brucei PFK, ADP-Glo luminescence;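 note: potency is the fitted concentration of half-maximal effect; 0% = uninhibited 1x PFK enzyme wells and -100% = no-enzyme wells; nearly all actives have a fitted effect of over 60% in size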
# Target sequence (O15648 whole entry, looked up): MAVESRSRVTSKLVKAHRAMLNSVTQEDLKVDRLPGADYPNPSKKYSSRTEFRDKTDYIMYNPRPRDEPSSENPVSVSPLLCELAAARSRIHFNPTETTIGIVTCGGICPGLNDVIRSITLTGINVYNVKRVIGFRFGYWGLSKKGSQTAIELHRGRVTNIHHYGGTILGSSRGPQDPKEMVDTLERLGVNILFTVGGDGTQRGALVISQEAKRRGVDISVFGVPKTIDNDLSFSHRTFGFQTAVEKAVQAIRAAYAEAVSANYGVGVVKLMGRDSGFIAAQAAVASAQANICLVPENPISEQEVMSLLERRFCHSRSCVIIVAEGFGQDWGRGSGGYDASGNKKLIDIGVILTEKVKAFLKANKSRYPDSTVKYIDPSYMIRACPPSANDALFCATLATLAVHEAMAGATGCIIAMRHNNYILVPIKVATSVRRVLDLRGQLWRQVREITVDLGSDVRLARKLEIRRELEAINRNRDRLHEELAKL
#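 1.25 nM PFK with 0.5 mM F6P and 0.1 mM ATP in 0.1 M TEA pH 8.0, 5 mM MgCl2, incubated 45 min at room temperature; ADP measured by ADP-Glo luminescence; compounds titrated up to 57 uM.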
# Chronic BCR inh: blocks chronic active B-cell receptor signaling; ABC-DLBCL IkBa-CBG/CBR reporter, luminescence ratio, 4 h; Potency, µM (series often up to 46.1 µM), for inactives: at the highest dose ratio change, negative = lower green/red ratio, hits mostly inhibitors; 340,000 compounds, 0.05% hits; AID 493014; active = well fitted inhibition curve with a large enough effect in the signal ratio, with a control signal flat, not every such curve was filed as active; inconclusive = small, poorly fitted or top-dose-only effect, or effect the other way, or a change in a side signal; the % refers to the signal ratio;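 note: potency is the fitted concentration of half-maximal effect; plate controls were basal doxycycline-induced cells for no effect and cells given 10 µM MG132 for full effect; MG132 reads +100%, hits lower the ratio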
#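 TMD8 human ABC-DLBCL cells with doxycycline-inducible IκBα–green luciferase fusion and unfused red luciferase, in 0.5% FBS medium; compounds up to 46 uM, 4 h at 37C. Green/red luminescence ratio, filter-overlap corrected, fitted to concentration-response curves.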
# Mito fusion yeast: blocks mitochondrial division or promotes mitochondrial fusion; 320,000 compounds, 0.23% hits; Potency, µM (top dose mostly 46.1 µM), for the others: at the top dose growth rescue (activation), hits mostly activators; S. cerevisiae fusion-defective mutant growth rescue, CellTiterGlo 48 h; AID 485298;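 note: potency is the fitted concentration of half-maximal effect; % of control where 0% means no effect; nearly all actives have a fitted effect of over 45% in size; temperature-sensitive fusion mutants such as fzo1-1 at 37 °C on non-fermentable ethanol glycerol medium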
#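 Growth-rescue viability read-out: after 48 h at the non-permissive 37C in glycerol/ethanol YPEG, yeast mitochondrial fusion mutants are measured by CellTiterGlo luminescence; compounds (23 nl pinned per well) restoring growth score as division inhibitors or fusion activators.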
# TSHR antag: antagonists of human thyroid stimulating hormone receptor; 330,000 compounds, 0.2% hits; TSHR-expressing cells, TSH-stimulated cAMP HTRF, 2 h; active compounds read low; P16473; activity change, negative = inhibition, % at 11.5 µM;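 active = activity change below a set negative limit, meaning inhibition stronger than a set level, cut at about -70% in these data; inconclusive = activity change between two set negative limits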; note: % is set by controls: 0 for no effect and ±100 for the full control effect
#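 TSHR-expressing cells were treated with compounds, then stimulated with TSH at EC80 (4nM final) for 2 hours at 37 deg C. Cellular cAMP was measured by HTRF competition between lysate cAMP and cAMP-d2 for a cryptate-labelled anti-cAMP antibody.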
# USP2a block: inhibitors of human ubiquitin-specific protease USP2a; USP2 core, Ub-CHOP2 coupled fluorogenic reporter, 485/531; Potency, µM (doses to about 38.3 µM), inactives show at the highest dose activity change, negative = inhibition, actives largely listed as inhibitors; 330,000 compounds, 0.01% hits;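 note: potency is the fitted concentration of half-maximal effect; plate controls were DMSO wells for no effect and full inhibition by NEM control for full effect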
# Target sequence (O75604 whole entry, looked up): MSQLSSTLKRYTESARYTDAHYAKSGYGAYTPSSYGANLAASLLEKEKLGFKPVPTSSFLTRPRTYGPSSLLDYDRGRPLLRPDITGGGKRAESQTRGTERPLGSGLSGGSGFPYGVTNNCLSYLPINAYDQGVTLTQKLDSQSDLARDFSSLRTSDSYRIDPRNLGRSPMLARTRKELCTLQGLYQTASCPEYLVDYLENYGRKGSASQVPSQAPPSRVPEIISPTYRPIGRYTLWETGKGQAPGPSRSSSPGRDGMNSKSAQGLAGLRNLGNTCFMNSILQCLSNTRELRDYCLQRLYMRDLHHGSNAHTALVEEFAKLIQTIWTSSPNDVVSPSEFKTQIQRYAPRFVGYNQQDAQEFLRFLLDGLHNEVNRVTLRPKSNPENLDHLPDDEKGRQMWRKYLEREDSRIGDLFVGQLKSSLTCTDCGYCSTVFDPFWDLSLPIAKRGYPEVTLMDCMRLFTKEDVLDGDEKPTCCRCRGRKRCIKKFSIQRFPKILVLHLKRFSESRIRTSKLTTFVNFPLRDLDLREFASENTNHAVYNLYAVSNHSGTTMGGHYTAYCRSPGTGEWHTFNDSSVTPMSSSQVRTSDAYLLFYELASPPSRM
#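 Deubiquitinase activity read as fluorescence (485/531 nm) after Ub-CHOP2 cleavage activates the enterokinase reporter on its substrate; USP2 core 10nM, Ub-CHOP2 and substrate 25nM each, 30min compound preincubation then 60min RT; data normalized to NEM, curves fitted.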
# Eya2 phos inh: inhibitors of human Eya2 phosphatase activity; recombinant Eya2, OMFP fluorescence dephosphorylation (OMFP is methylfluorescein phosphate); Potency, µM (doses to about 76.9 µM), without a hit: at the highest dose activity, negative = inhibition, most hits filed as inhibitors; 330,000 compounds, 0.006% hits; O00167; note: potency is the fitted concentration of half-maximal effect; % is set by controls: 0 for no effect and ±100 for the full control effect
#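 Eya2 protein (added as 0.2 uM solution) was preincubated with compound for 10 min at ambient temperature in 50 mM HEPES pH 7.5, 50 mM NaCl, 5 uM MgCl2, 0.05% BSA, 1 mM DTT. OMFP (added at 50 uM) then reacted 10 min; fluorescence read at 485/525 nm.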
# ELG1 repair inh: inhibitors of ELG1-dependent DNA repair in HEK293T cells. HEK293T ELG1-luciferase reporter, luminescence, 16 h; DNA damage induced by 5-fluorouridine. Potency, µM (top dose mostly 46.1 µM), for inactives: at the top dose activity change, negative = inhibition, hits mostly inhibitors. 330,000 compounds, 2.3% hits; note: potency is the fitted concentration of half-maximal effect; % is set by controls: 0 for no effect and ±100 for the full control effect; nearly all actives have a fitted effect of over 55% in size
#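 DMSO vehicle served as the neutral condition. Each well held 2,000 cells given 5-fluorouridine plus compound; after 16 hr at 37 °C/5% CO2, ONE-Glo was added and luciferase measured 30 min later.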
# uPA surface inh: blocks generation of uPA at the cell surface; 330,000 compounds, 0.31% hits; cell surface uPA generation assay, qHTS; AID 540303; Potency, µM (series often up to 38.3 µM), for the others: at the top dose activity change, negative = inhibition, actives largely listed as inhibitors; active = well fitted inhibition curve with a large enough effect; inconclusive = small, poorly fitted or top-dose-only effect; inactive = no such curve, though single readings can be large or run the other way; tested in mouse RAW 264.7 cells; note: potency is the fitted concentration of half-maximal effect; % is set by controls: 0 for no effect and ±100 for the full control effect; nearly all actives have a fitted effect of over 55% in size
# TCR act: activators of T cell receptors | primary human leukocytes, anti-CD3, IL-2 HTRF, 48 h | Potency, µM (doses to about 9.22 µM), inactives show at the highest dose activation of IL-2 secretion, usual class: activators | 330,000 tested, under 10 active | AID 504894; note: % of control where 0% means no effect
#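 Readout: HTRF IL-2, Eu-cryptate/d2 antibody pair, 320nm excitation, 665nm emission. Stimulus: a-CD3 beads, no co-stimulation. Cells: primary human leukocytes. Exposure: 48 hr with compound.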
# PTAP TSG101 blk: blocks PTAP/TSG101 interaction to inhibit HIV-1 budding. Q99816. Fluorescence polarization, FITC-PTAP peptide / Tsg101 binding. Potency, µM (doses to about 115 µM), inactives show at the top dose activity change, negative = inhibition, usual class: inhibitors. 340,000 tested, under 10 active; active = well fitted inhibition curve with a large enough effect in the main read-out, with a control signal flat, not every such curve was filed as active; inconclusive = small, poorly fitted or top-dose-only effect, or effect the other way, or a change in a side signal; inactive = no such curve, though single readings can be large or run the other way; note: potency is the fitted concentration of half-maximal effect; % of control where 0% means no effect
#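 Tsg101 binding domain (10 uM final) was mixed with compound and a FITC-labeled PTAP peptide (50 nM final) in HEPES pH 7.5 buffer with NaCl, Tween 20, EDTA and TCEP; fluorescence polarization was read after 20 min at r.t.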
# * = called active by the depositor; ? = inconclusive; . = no result given; [ ] = another dose, or the depositor's remark. Unless noted, calls come from the whole dose curve; as a rule, active = well fitted curve in the direction sought with a large enough effect; inconclusive = small, poorly fitted or top-dose-only effect, or another doubt; inactive = no such curve, though single readings can be large; an effect the other way counts as inactive or inconclusive.
SMILES,B2AR arrestin,Tb PFK inh,Chronic BCR inh,Mito fusion yeast,TSHR antag,USP2a block,Eya2 phos inh,ELG1 repair inh,uPA surface inh,TCR act,PTAP TSG101 blk
NC(=O)C1CCN(C(=O)CNC(=O)c2ccc(Br)o2)CC1,-0.3%,0%,?,-3%,12,3%,-9%,0%,9%,-3%,-2%
CN(C)S(=O)(=O)c1ccc(C(=O)NCc2nnc(SCC(=O)N3CCCCCC3)o2)cc1,-0.1%,4%,-1%,-1%,3,0%,10%,2%,2%,-12%,-4%
Cc1cc(NS(=O)(=O)c2ccc(NC(=O)c3cc4ccccc4o3)cc2)no1,0.4%,4%,5%,4%,0,-6%,-4%,2%,.,.,.
CCOc1cc(C(=O)CCC(=O)OCC(=O)Nc2ccc(F)cc2)ccc1O,0.0%,-4%,-14%,1%,-7,-1%,-26%,-3%,4%,-3%,1%
CC1(O)CC(=O)N(c2ccccc2)O1 (configuration not stated),0.0%,0%,?,3%,-6,3%,-6%,8%,1%,0%,-14%
CCOC(=O)c1c(NC(=S)Nc2cccnc2)sc(C)c1C,4.7%,-2%,16%,-4%,14,4%,-3%,?,.,4%,1%
COc1ccccc1C(=O)NNC(=O)c1cccc([N+](=O)[O-])c1,0.3%,-20%,?,1%,28,1%,15%,?,.,7%,3%
COc1cc(NC(=O)c2cccnc2)ccc1NC(=O)c1ccccc1Cl,-0.3%,2%,12%,-9%,-7,1%,-10%,-4%,-2%,2%,-1%
C[C@@H]1CC=C[C@H]2[C@H]1C(=O)N(Cc1ccccc1)[C@H]2c1ccc2ccccc2c1/C=C/c1ccccc1,-0.7%,4%,7%,22%,4,7%,-14%,1%,-8%,12%,0%
Cn1c(=O)c2c(nc(NCC3CCCO3)n2Cc2ccccc2)n(C)c1=O (configuration not stated),0.0%,1%,14%,-5%,-9,2%,-8%,-24%,-1%,-9%[46.1 µM],0%
O=C(O)/C=C\C(=O)NCc1cccnc1,-0.1%,4%,4%,?,6,3%,14%,-16%,-6%,-5%,-7%
COc1ccc(NC(=O)c2ccco2)cc1NC(=O)c1ccccc1,0.0%,0%,-1%,7%,1,1%,2%,8%,9%,-7%,5%
Cc1ccc2c(c1)N(CC(=O)N1CCCCC1c1cccnc1)C(=O)CO2 (configuration not stated),0.0%,-6%,?,-5%,6,1%,-4%,1%,-3%,.,-10%
COc1ccccc1OCCC(=O)OCC(=O)Nc1ccc(Br)cc1,-0.1%,3%,?,0%,-5,1%,0%,-3%,-2%,0%[46.1 µM],0%
CCOc1ccc(Nc2nc3cc(S(=O)(=O)N(CC)CC)ccc3o2)cc1,-0.1%,5%,6%,-8%,-14,0%,2%,?,-14%,-6%,-3%

# Complete entries, quoted from the list. Screens in order: B2AR arrestin	Tb PFK inh	Chronic BCR inh	Mito fusion yeast	TSHR antag	USP2a block	Eya2 phos inh	ELG1 repair inh	uPA surface inh	TCR act	PTAP TSG101 blk
# `NC(=O)C1CCN(C(=O)CNC(=O)c2ccc(Br)o2)CC1` as listed: -0.3%	0%	?	-3%	12	3%	-9%	0%	9%	-3%	-2%
# `COc1ccccc1OCCC(=O)OCC(=O)Nc1ccc(Br)cc1` as listed: -0.1%	3%	?	0%	-5	1%	0%	-3%	-2%	0%[46.1 µM]	0%

# Next section
SMILES,B2AR arrestin,Tb PFK inh,Chronic BCR inh,Mito fusion yeast,TSHR antag,USP2a block,Eya2 phos inh,ELG1 repair inh,uPA surface inh,TCR act,PTAP TSG101 blk
Cc1ccc(CNC(=O)C2CC(c3cccc([N+](=O)[O-])c3)=NO2)o1 (configuration not stated),-1.1%,2%,?,5%,-9,3%,19%,?,-10%,5%,-3%
COc1cccc(-c2nn(-c3ccc(C)cc3)cc2C(=O)N2CCN(C3CCS(=O)(=O)C3)CC2)c1 (configuration not stated),0.1%,5%,?,3%,-2,0%,-16%,?,0%,3%,-3%
CCOCc1c(C(=O)N2CCN(Cc3ccc(Br)s3)CC2)oc2ccccc12,0.3%,0%,-2%,25%,-3,-8%,-4%,-5%,-10%,-40%,-7%
O=C(NCCOc1ccccc1Cl)c1cccc2c1C(=O)c1ccc(Cl)cc1S2(=O)=O,-0.6%,7%,-2%,5%,-12,0%,-28%,4%,9%,-2%,-1%
CC(=O)c1cc2c(cc1NS(=O)(=O)c1ccccc1Br)OCO2,-0.3%,2%,2%,2%,-30,5%,-13%,-8%,6%,4%,0%
Cc1cccc(C)c1OCCNC(=O)C(=O)NCc1ccco1,0.4%,-3%,-8%,6%,9,3%,-9%,-1%,-10%,2%,-1%
CN1CCN(S(=O)(=O)c2cccc(C(=O)Oc3ccc(Br)cc3F)c2)CC1,-0.4%,-3%,4%,-4%,-8,2%,-17%,?,-7%,-1%,-10%
Nc1c(C(=O)N2CCCCC2)sc(=S)n1-c1ccccc1,7.3%,?,?,8%,19,0%,-1%,3%,.,1%,-2%
CCCC1=C(C(=O)OCC)C(c2ccc(N(C)C)cc2)n2ncnc2N1 (configuration not stated),-0.4%,0%,-5%,-3%,5,0%,-4%,0%,.,0%,-2%
COc1cccc(C(=O)Nc2nc3ccccc3[nH]2)c1,-0.2%,-3%,?,-4%,5,2%,7%,?,-15%,1%,-4%
Cc1cc2c(c(=O)n1CCN(C)C)C(c1ccc(Cl)cc1)C(C#N)=C(N)O2 (configuration not stated),0.0%,-7%,?,-2%,-4,3%,0%,-12%,.,2%,-6%
CN(CC(=O)NCC(c1ccccc1)N1CCCC1)S(=O)(=O)c1ccc(Cl)cc1 (configuration not stated),0.1%,7%,?,2%,7,2%,-1%,9%,4%,-3%,1%
COC(=O)c1cc(NC(=O)c2ccc(C)cc2)c(=O)oc1C,0.3%,-1%,1%,1%,-4,2%,16%,?,-2%,.,0%
CC(=O)Nc1ccc(-n2cnnn2)cc1,4.5%,-1%,-1%,-3%,-2,2%,-18%,-4%,4%,3%[46.1 µM],-4%
Cc1ccc(NC(=O)ON=C2CCCC2)cc1,-0.6%,-1%,-14%,26%,7,1%,0%,?,-3%,1%[46.1 µM],0%
Cc1ccc(S(=O)(=O)N2CCN(C(=O)c3ccccc3-c3nc4ccccc4s3)CC2)c(C)c1,-0.3%,0%,3%,-2%,5,2%,-21%,?,5%,5%,-2%
O=C(Cc1ccc(-n2c(=S)[nH]c3ccccc3c2=O)cc1)N1CCN(c2ccccc2)CC1,0.1%,6%,?,10%,-7,7%,-7%,-12%,2%,-3%,0%
CCC1CN(C(=O)N2CCC(C(=O)Nc3ccccc3OC)CC2)c2ccccc2O1 (configuration not stated),-0.2%,6%,1%,5%,-4,-1%,2%,?,-5%,-6%,-4%
Cc1noc(C)c1S(=O)(=O)N(C)C[C@H]1Oc2c(cccc2N(C)C)C(=O)N([C@H](C)CO)C[C@@H]1C,-0.6%,-2%,0%,.,-13,1%,6%,4%,1%,7%,1%
Cn1c(CNc2cccc(C(F)(F)F)c2)n[nH]c1=S,0.1%,-5%,8%,-1%,-4,2%,0%,10%,7%,-1%,-8%
CN(CCNC(=O)CN1C(=O)CSc2ccc(S(=O)(=O)N3CCCC3)cc21)Cc1ccccc1,-0.9%,1%,5%,1%,14,1%,-4%,-7%,?,13%,-4%

# Quoted from the listing:
# COc1ccccc1C(=O)NNC(=O)c1cccc([N+](=O)[O-])c1 in Eya2 phos inh has 15%
# CCOC(=O)c1c(NC(=S)Nc2cccnc2)sc(C)c1C in TCR act has 4%
# CCOc1ccc(Nc2nc3cc(S(=O)(=O)N(CC)CC)ccc3o2)cc1 in USP2a block has 0%
# CC(=O)Nc1ccc(-n2cnnn2)cc1 in Chronic BCR inh has -1%
